BAP1 block – inhibitors of BAP1 deubiquitinase, primary screen, biochemical, Ub-AMC fluorescence, kinetic; Ubiquitin carboxyl-terminal hydrolase BAP1 (Homo sapiens), Q92560; recombinant BAP1, Ub-AMC hydrolysis fluorescence kinetic; hits give low values; activity remaining (% of control), % at 20 µM; 72,000 tested, 0.48% active;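 active = activity remaining at or below 50% of control, provided the compound also passes the data quality filters; inactive = the rest, including low values that fail the filters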;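 note: 100% = DMSO wells rate and 0% = substrate alone blank rate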
Target sequence (Q92560 whole entry, looked up): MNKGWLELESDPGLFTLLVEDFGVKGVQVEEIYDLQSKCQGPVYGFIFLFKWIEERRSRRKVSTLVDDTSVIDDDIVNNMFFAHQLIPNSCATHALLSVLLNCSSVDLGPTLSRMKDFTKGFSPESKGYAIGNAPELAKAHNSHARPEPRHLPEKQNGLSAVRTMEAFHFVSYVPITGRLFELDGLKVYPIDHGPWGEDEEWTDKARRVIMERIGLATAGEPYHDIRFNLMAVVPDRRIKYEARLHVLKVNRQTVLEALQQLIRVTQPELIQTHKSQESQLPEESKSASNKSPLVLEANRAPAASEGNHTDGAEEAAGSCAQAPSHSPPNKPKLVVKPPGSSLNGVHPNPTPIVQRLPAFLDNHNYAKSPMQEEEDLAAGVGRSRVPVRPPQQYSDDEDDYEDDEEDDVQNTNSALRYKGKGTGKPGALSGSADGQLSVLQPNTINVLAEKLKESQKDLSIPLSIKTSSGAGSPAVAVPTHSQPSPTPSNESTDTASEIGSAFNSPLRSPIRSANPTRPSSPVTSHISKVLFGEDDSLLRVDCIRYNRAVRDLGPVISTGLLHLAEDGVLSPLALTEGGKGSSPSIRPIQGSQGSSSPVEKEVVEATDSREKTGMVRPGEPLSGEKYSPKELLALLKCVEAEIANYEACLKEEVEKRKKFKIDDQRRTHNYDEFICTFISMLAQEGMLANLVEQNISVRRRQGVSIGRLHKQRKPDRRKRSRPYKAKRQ
HePTP inhibitor – inhibitors of human HePTP phosphatase, primary screen, biochemical, absorbance, leukemia target | Tyrosine-protein phosphatase non-receptor type 7 (Homo sapiens), P35236 | recombinant HePTP phosphatase activity, OD absorbance | inhibition, % at 20 µM | 110,000 tested, 0.64% active | AID 521, 2006; in the data active = inhibition above about 50%;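 note: plate controls were vehicle for no effect and reference inhibitor for full effect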
Target sequence (P35236 whole entry, looked up): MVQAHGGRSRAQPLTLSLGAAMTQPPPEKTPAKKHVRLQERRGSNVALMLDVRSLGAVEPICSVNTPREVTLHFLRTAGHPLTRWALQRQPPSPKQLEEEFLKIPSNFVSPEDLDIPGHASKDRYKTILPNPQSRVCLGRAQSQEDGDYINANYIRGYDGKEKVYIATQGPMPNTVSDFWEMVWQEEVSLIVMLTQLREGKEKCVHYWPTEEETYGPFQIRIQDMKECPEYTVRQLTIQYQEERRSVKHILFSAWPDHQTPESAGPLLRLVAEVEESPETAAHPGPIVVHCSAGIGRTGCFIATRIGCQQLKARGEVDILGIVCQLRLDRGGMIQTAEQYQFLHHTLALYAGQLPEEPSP
* marks the source's active call; other numbers are inactive results; / = no result given.

structure | BAP1 block | HePTP inhibitor
CCC(Oc1ccccc1)C(=O)Nc1c(C)n(C)n(-c2ccccc2)c1=O (stereo not drawn) | / | 10
Cc1ccc(OCCSc2nc3ccccc3n2CCO)c(C(C)C)c1 | 79 | 8
Cn1ccnc1SCC(=O)Nc1sccc1C#N | 94 | 6
CCCn1c(SCC(=O)Nc2nccs2)nnc1-c1cccnc1 | 95 | -11
O=C(NC1CCS(=O)(=O)C1)c1ccc(-c2ccc(Br)cc2)o1 (stereo not drawn) | 73 | -4
Cc1c(Cc2ccccc2)c(=O)oc2cc(OCC(=O)C(C)(C)C)ccc12 | / | -24
Cc1ccc(C(C)C)c(OCC(=O)Nc2ccc(Cc3ccncc3)cc2)c1 | / | 10
S=c1[nH]nc(-c2ccncc2)n1Cc1ccccc1 | 107 | 2

Next results:
structure | BAP1 block | HePTP inhibitor
O=C(O)C1C2C=CC(C2)C1C(=O)NCc1ccc2c(c1)OCO2 (stereo not drawn) | 98 | -12
CC(CCc1ccccc1)Nc1cc(N2CCN(S(=O)(=O)c3ccccc3)CC2)ccc1[N+](=O)[O-] (stereo not drawn) | / | 5
COc1nc(NCCC2=CCCCC2)nc(OC)n1 | 88 | 4
O=C(CCCOc1ccc(Cl)cc1)N1CCCCCC1 | 83 | 10
NC1=NC(=Nc2ccccc2)c2ccccc21 | 74 | -2
O=C(c1ccccc1Cl)N1N=C(c2ccccc2)CC1(O)C(F)(F)F (stereo not drawn) | / | -3
Fc1ccc(Cn2nnnc2C(c2cccs2)N2CCCCCC2)cc1 (stereo not drawn) | 104 | 3
O=c1oc(-c2cccc(F)c2)nc2ccc(Cc3ccc4nc(-c5cccc(F)c5)oc(=O)c4c3)cc12 | / | 9

(cont.)
structure | BAP1 block | HePTP inhibitor
CCCCOc1ccccc1C(=O)NCCCCCC(=O)O | 119 | 6
CCOC(=O)C1=C(C)NC2=C(C(=O)CCC2)C1c1ccccc1[N+](=O)[O-] (stereo not drawn) | / | 5
CN(Cc1ccccc1)C1CC(=O)N(c2ccc(C(=O)O)cc2)C1=O (stereo not drawn) | 86 | -13
O=C(CN(C(=O)CCC(=O)Nc1nccs1)c1cccc(F)c1)NCC1CCCO1 (stereo not drawn) | 100 | 10
Cc1cc(NC(=O)CN2CCCCCCC2)no1 | 99 | 11
COc1c(C)cc(Br)cc1C(=O)O | 96 | -2
CC(C)CNC(=O)c1cc(C(=O)NCC(C)C)cc(C(=O)Nc2ccc([N+](=O)[O-])cc2)c1 | / | 6
CCOC(=O)C1CCN(C(=O)CN(Cc2ccccc2)S(C)(=O)=O)CC1 | 116 | 4

The listing continues.
structure | BAP1 block | HePTP inhibitor
CCOC(=O)Cn1cnc2c(C#N)c3n(c2c1=O)CCCCC3 | 99 | -11
CCOC(=O)C1CCN(S(=O)(=O)C(F)(F)c2nc3ccccc3s2)CC1 | / | 2
O=C(Nc1ccc(Cl)c(Cl)c1)Nc1nnc(-c2ccccc2F)s1 | / | 0
c1ccc(Cn2c(SCc3cn4cccnc4n3)nnc2-c2ccco2)cc1 | / | 11
Cc1ccc(-n2nc3c(c2NC(=O)c2ccc(S(=O)(=O)N4CCOCC4)cc2)CSC3)c(C)c1 | 74 | 3
NC(=O)c1ccc(Br)c(S(=O)(=O)N2CCCCC2)c1 | 89 | -7
N#Cc1c(-c2ccccc2)cc(C2CC2)nc1N | 61 | -2
Nc1nc(SCC(=O)N2CCCC2)[nH]c(=O)c1-c1ccccc1 | 68 | 0

The listing continues:
structure | BAP1 block | HePTP inhibitor
COC(=O)COc1ccc2c(=O)c(Oc3ccccc3Br)c(C(F)(F)F)oc2c1 | / | 6
CCOC(=O)N1CCN(c2c(N3CCc4ccccc4C3)c(=O)c2=O)CC1 | 94 | 20
COc1cccc(-n2nnc3c(=O)n(Cc4ccc(Cl)cc4)cnc32)c1 | 55 | 1
Nc1ccc2oc(-c3cccs3)nc2c1 | 85 | 3
CC(NC(=O)CN1C(=O)COc2ccccc21)c1ccccc1 (stereo not drawn) | 109 | 8
COc1cccc(C(=O)CSc2nnc(COc3cccc4cccnc34)o2)c1 | 119 | -5
CCc1ccccc1N/C(N)=N\c1nc(C)cc(C)n1 | / | -15
CCc1ccc(N2N=C(C)/C(=C\c3ccc(-c4ccc5c(c4)C(=O)NC5=O)o3)C2=O)cc1 | / | 5

(more compounds)
structure | BAP1 block | HePTP inhibitor
CC1(C)CC(CCNC(=O)c2ccco2)CC(C)(C)N1 | 120 | 2
CCc1c(C)nn2cn[n+](Cc3ccccc3Cl)c2c1[O-] | / | 6
CCCOc1ccc(C(C)(O)CN2CCOCC2)cc1 (stereo not drawn) | 72 | 7
O=c1nc(-c2ccccc2)c2cc(OC(F)(F)F)ccc2[nH]1 | / | -16
CCN(CC)CCCN(C(=O)c1cccs1)c1nc(-c2ccc(OC)cc2)cs1 | 111 | 8
N#CCCNc1cc2ccccc2cc1C(=O)O | / | -4
CCCC(=O)Nc1cc(=O)[nH]c2ncnn12 | 98 | -10
OCc1ccc(-c2ccc(Br)cc2)o1 | / | 6

(next part)
structure | BAP1 block | HePTP inhibitor
CCCC(=O)Nc1cccc(NC(=O)c2ccc(-c3ccc(Cl)cc3Cl)o2)c1 | / | -11
O=C(O)c1cccc(-c2ccc(/C=C3\SC(=S)N(c4cccc(F)c4)C3=O)o2)c1 | / | 17
O=[N+]([O-])c1ccccc1S(=O)(=O)NCCSc1ccccn1 | / | 5
CCOc1ccc(NC(=O)CN2CCN(CC(=O)c3ccc(OC)c(OC)c3)CC2)cc1 | 80 | 7
COc1cc(/C=N/n2cnnc2)ccc1OCCSc1ccc(C)cc1 | / | -14
COc1ccc(-c2ccc(-c3nnc(-c4cccc(C)c4)o3)cc2)cc1 | / | -10
CC(C)OCCCn1c(=S)[nH]c2ccc(N3CCOCC3)cc2c1=O | 110 | 0
Cc1ccc(CNC(=O)C2CCCN(S(C)(=O)=O)C2)cc1 (stereo not drawn) | 132 | -4

Among those listed so far, these contain an aryl methoxy group.
structure | BAP1 block | HePTP inhibitor
COc1nc(NCCC2=CCCCC2)nc(OC)n1 | 88 | 4
COc1c(C)cc(Br)cc1C(=O)O | 96 | -2
COc1cccc(-n2nnc3c(=O)n(Cc4ccc(Cl)cc4)cnc32)c1 | 55 | 1
COc1cccc(C(=O)CSc2nnc(COc3cccc4cccnc34)o2)c1 | 119 | -5
CCN(CC)CCCN(C(=O)c1cccs1)c1nc(-c2ccc(OC)cc2)cs1 | 111 | 8
CCOc1ccc(NC(=O)CN2CCN(CC(=O)c3ccc(OC)c(OC)c3)CC2)cc1 | 80 | 7
COc1cc(/C=N/n2cnnc2)ccc1OCCSc1ccc(C)cc1 | / | -14
COc1ccc(-c2ccc(-c3nnc(-c4cccc(C)c4)o3)cc2)cc1 | / | -10

Following part
structure | BAP1 block | HePTP inhibitor
CC1(C(=O)NC2CCCCCCC2)CCC(=O)N1Cc1cccnc1 (stereo not drawn) | 111 | 5
CC(C(=O)Nc1cccnc1)N1C(=O)C2C3C=CC(C3)C2C1=O (stereo not drawn) | 104 | 3
Cc1noc(C(=O)N2CCN(c3ccc(F)cc3)CC2)c1Cl | 96 | 1
Cc1cc(C)nc(NS(=O)(=O)c2ccc(NS(=O)(=O)c3ccc4c(c3)C(=O)c3ccccc3-4)cc2)n1 | / | -1
FC(F)(F)c1ccc(-c2noc(-c3ccc(Br)cc3)n2)cc1 | / | -7
COc1ccc(CCNC(=O)C2CCN(S(=O)(=O)N3CCCCCC3)CC2)cc1OC | 94 | 2
COc1cc(C2C(C(=O)c3sc(C)nc3C)=C(O)C(=O)N2CCN(C)C)cc(OC)c1OC (stereo not drawn) | 86 | 4
O=C(CSc1nnc(-c2ccccc2)o1)Nc1ccccc1F | 88 | 0

New compounds follow:
structure | BAP1 block | HePTP inhibitor
Cc1sc2nc(CN3CCOCC3)nc(NS(=O)(=O)c3ccc4c(c3)OCCO4)c2c1C | 79 | 3
COc1ccccc1CNC(=O)C(OC)c1ccccc1 (stereo not drawn) | / | 6
Cc1ccc(N2NC(=O)/C(=C/c3cc([N+](=O)[O-])ccc3Cl)C2=O)cc1C | / | 7
CC(Oc1ccc(Br)cc1)C(=O)N/N=C/c1ccccc1O (stereo not drawn) | / | -2
Cc1cc(C)nc(NS(=O)(=O)c2ccc(Nc3nc(-c4sc(N)nc4C)cs3)cc2)n1 | / | 5
COC(=O)Cn1c(=N)n(CCN2CCCCC2)c2ccccc21 | 95 | -3
O=C(CCOc1ccccc1)Nc1ccc(S(=O)(=O)N2CCCC2)cc1 | 111 | 6
C=CCn1c(NCc2ccc(N(C)C)cc2)nc2ccccc21 | / | 0

(listing goes on)
structure | BAP1 block | HePTP inhibitor
COc1ccc(CCn2c(-c3ccco3)nc3nc4ccccc4nc32)cc1 | 128 | 18
COC(=O)c1ccc2c(=O)n(CCCCCC(=O)N3CCN(c4ccccc4)CC3)c(=O)[nH]c2c1 | 64 | -2
O=S(=O)(/N=C(/Nc1cccc(O)c1)c1ccccc1)c1ccc(Cl)cc1 | / | -20
COC(=O)CSc1nc2ccccc2o1 | / | 0
Oc1ccccc1C=NC1=NN(c2cccc(C(F)(F)F)c2)CC1 | / | 7
CCOc1ccc(N2C(=O)/C(=C/c3ccc(OCc4ccc(C(=O)O)cc4)c(OC)c3)C(=O)NC2=S)cc1 | / | 6
O=C(Nc1ccc2oc(-c3ccc(F)cc3)nc2c1)c1ccccc1F | 552 | -3
CCOC(=O)C1=C(C)NC(=S)NC1c1ccccc1OC (stereo not drawn) | 86 | /

Additional entries follow:
structure | BAP1 block | HePTP inhibitor
COc1cc(SC)ccc1C(=O)Nc1ccccc1C#N | 96 | 2
O=C(O)c1cc(NC(=O)c2ccc(N3C(=O)c4ccc([N+](=O)[O-])cc4C3=O)cc2)cc(C(=O)O)c1 | 61 | /
COc1cc(C2CC(=O)NC3=C2C(=O)CC(C)(C)C3)cc(OC)c1O (stereo not drawn) | 107 | 3
COc1ccc(C2(CCN)CCOC(C)(C)C2)cc1 (stereo not drawn) | / | 2
O=C1c2cc(S(=O)(=O)N3CCOCC3)cc([N+](=O)[O-])c2-c2c1cc(S(=O)(=O)N1CCOCC1)cc2[N+](=O)[O-] | 142 | /
CS(=O)(=O)Nc1ccc(S(=O)(=O)N2CCCCC2)cc1 | / | 0
Cn1c(=O)c2c(nc(NCCCN3CCOCC3)n2Cc2ccc(Cl)cc2Cl)n(C)c1=O | 107 | 9
NC(=O)CSc1nc(O)cc(=O)n1-c1ccccc1 | 163 | 2

The listing continues.
structure | BAP1 block | HePTP inhibitor
Cc1ccc2nc3ccc(N4CCCC4)nn3c(=O)c2c1 | 85 | 2
Cc1cccc(NC(=O)CSc2nccn2C)c1 | / | -26
COc1ccc(N2C(=O)/C(=C/C3C(=O)N(c4ccccc4)N=C3C)C(=O)NC2=S)cc1 (stereo not drawn) | / | 12
CCCCOc1ccccc1/C=c1/sc2nc(-c3oc4ccccc4c3C)nn2c1=O | / | 9
O=[N+]([O-])c1ccc(O)c(/C=N/Nc2nnc3c(n2)[nH]c2ccccc23)c1 | / | 3
CN(C)CCNS(=O)(=O)c1ccc(Cl)cc1 | 129 | -6
COc1cc(/C=N/Nc2nc(N3CCCCC3)nc(N3CCCCC3)n2)cc(OC)c1 | / | -2
CC1CCc2[nH]nc(C(=O)O)c2C1 (stereo not drawn) | 92 | 11

(more compounds)
structure | BAP1 block | HePTP inhibitor
COc1ccccc1N1CCN(C(=O)c2cc3n(n2)C(C(F)(F)F)CC(c2ccc(Cl)c(Cl)c2)N3)CC1 (stereo not drawn) | / | -12
O=C(Nc1cccc(C(F)(F)F)c1)c1cc2ccccc2o1 | 51 | /
COc1ccc(S(=O)(=O)Nc2ccc(CC#N)cc2)cc1 | 91 | 3
COc1ccc(/C(C)=N/NC(=O)c2cc(C)[nH]n2)cc1[N+](=O)[O-] | / | -3
CC(C)c1ccc(NC(=O)c2ccccc2CCc2ccccc2)cc1 | / | 11
Cn1c(=O)c2c(nc(SCC(=O)NCC3CCCO3)n2C)n(C)c1=O (stereo not drawn) | 77 | 7
CCOC(=O)NC(NC(=S)Nc1c(C)n(C)n(-c2ccccc2)c1=O)C(Cl)(Cl)Cl (stereo not drawn) | / | -2
Cc1c(C(=O)OCCOC(C)C)[nH]c2c1C(=O)CC(c1ccco1)C2 (stereo not drawn) | 105 | 9

New compounds follow.
structure | BAP1 block | HePTP inhibitor
O=C1CC(N2CCN(c3ccc([N+](=O)[O-])cc3)CC2)C(=O)N1c1ccc(F)cc1 (stereo not drawn) | / | -10
COc1ccc(OC)c(N(CC(=O)Nc2ccc(C)cc2)S(=O)(=O)c2ccccc2)c1 | / | -7
O=C(CC(c1ccco1)S(=O)(=O)c1ccccc1)c1ccccc1 (stereo not drawn) | / | 0
O=[N+]([O-])c1cccc(/C=N/Nc2nnc3c(n2)[nH]c2ccccc23)c1 | / | -14
CCOC(=O)c1c(NC(=O)c2ccc(F)cc2)sc(C(=O)Nc2ccc3c(c2)OCO3)c1C | / | -2
CCC12CC3CC(C1)CC(C(=O)O)(C3)C2 | 96 | 4
CCc1c(C)nc2[nH]nc(-c3ccccc3C)n2c1=O | 108 | 4
O=C1CCCN1C(=O)CCC(=O)N1CCCC1=O | 104 | 4

Other entries follow:
structure | BAP1 block | HePTP inhibitor
CCOC(=O)c1c(C)[nH]c(C)c1C(=O)COC(=O)C1CCCN1S(=O)(=O)c1ccccc1F (stereo not drawn) | 94 | 10
Cc1ccc(NS(=O)(=O)c2cc(C(=O)O)ccc2Br)cc1 | 96 | /
CN(C)/C=C1\C(=O)c2ccc(N(C)C)nc2CC1c1ccccc1 (stereo not drawn) | / | 4
Cc1onc(-c2ccccc2Cl)c1C(=O)Nc1cccc(-c2nc3ncccn3c2C)c1 | 515 | 10
O=C1CS/C(=N\C(=O)N2c3ccccc3Sc3ccccc32)N1 | 69 | 6

Outcome played no part in choosing rows; 0.79% or so of the library scored in one or more.
